Bioassay records from PubChem BioAssay.
All columns: NCI-60 one-dose screen, growth in % after 48 h at 10 µM unless noted; 100 = growth as untreated, 0 = no growth, -100 = all killed.
SK-OV-3: SK-OV-3 ovarian cancer cells; hit rate 3.2% among 80,000; AID 1794785
NCI-H23: NCI-H23 lung cancer. hit rate 4% among 80,000. AID 1794731
OVCAR-8: OVCAR-8 ovarian cancer. hit rate 4.4% among 81,000. AID 1794782
OVCAR-4: OVCAR-4 ovarian cancer cells. hit rate 3.7% among 80,000. AID 1794784
NCI/ADR-RES: NCI/ADR-RES ovarian cells; hit rate 4.4% among 81,000; AID 1794790
NCI-H522: NCI-H522 lung cancer | hit rate 8% among 78,000
OVCAR-5: OVCAR-5 ovarian cancer | hit rate 2.9% among 82,000 | AID 1794783
OVCAR-3: OVCAR-3 ovarian cancer | hit rate 7% among 79,000
IGROV1: IGROV1 ovarian cancer; AID 1794786; hit rate 4.7% among 79,000
The depositor's hits bear a star; . = not tested or not shown; & = joins results of further samples; [ ] = remark or other dose. The calls were made as follows: active = growth percent below 10; inactive = the rest. This is a random part of the collection. Share with any hit: about 11%.

The line under a structure holds: NCI/ADR-RES	NCI-H23	OVCAR-3	OVCAR-8	OVCAR-4	SK-OV-3	NCI-H522	OVCAR-5	IGROV1
#1 C[C@@H]1C(=O)C23CCC1C[C@@]21O[C@@H]2C(C)(C)C=CC(=O)C23COC1=O
 : 100	.	112	105	109	97	96	103	103
#2 CCc1ccc(C(=O)/C=C/c2ccc(N(C)C)cc2)cc1
 : 110	100	104	106	94	106	99	106	104
#3 O=C(CCN1C(=O)/C(=C/c2ccccc2)SC1=S)Nc1ncc(Cc2ccccc2)s1
 : 102	104	112	102	97	102	93	96	99
#4 Clc1ccc2nc(-c3c(-c4ccccc4)nc4ncccn34)[nH]c2c1
 : 102	100	79	.	104	111	78	91	106
#5 C[C@H](O[C@@H]1CC(=O)n2c3ccccc3c3c4c(c5c6ccccc6n1c5c32)C(=O)NC4=O)C(=O)O
 : 93	61	92	88	61	35	52	70	27
#6 CC(=O)Oc1ccc2c(c1)C(=O)CCCCCC(=O)O2
 : 106	109	115	100	108	102	91	98	100
#7 CCCCOP(=O)(OCCCC)C(C(=O)OCC)C(CC(=O)OCC)C(=O)OCC (centres undefined)
 : 113	134	123	106	.	105	.	100	112
#8 COc1cc(C(=O)N2CCN(C(=O)c3cc(OC)c(OCc4ccccc4)cc3N)CC2)c(N)cc1OCc1ccccc1
 : 99	87	.	106	103	111	103	103	106
#9 CCO/C=C(\Sc1nc(-c2ccc(Cl)cc2Cl)c(C#N)c(=O)[nH]1)C(=O)c1ccc(Br)cc1
 : 102	97	94	108	92	106	85	102	110
#10 Cc1ccc(-c2nc3cnccn3c2NC(C)(C)C)o1
 : 101	94	105	107	101	106	97	107	104
#11 O=C(Nc1ccc(-n2cc(-c3ccncc3)c(-c3ccc(Cl)c(O)c3)n2)cc1)c1ccc(Cl)c(Cl)c1
 : 52	46	61	38	47	34	.	57	67
#12 COc1cc(N/C(N)=N\C(N)=NC(C)C)cc(OC)c1OC
 : 106	100	121	104	100	114	105	101	120
#13 CCCCC(=CC(C)(C)C)CCCC
 : 119	108	110	109	95	100	100	100	107
#14 COc1ccc2cc(-c3csc(Nc4ccccc4)n3)c(=O)oc2c1
 : 96	95	93	85	78	90	71	111	102
#15 O=C(Nc1cc(Cl)cc(Cl)c1)Nc1ccc2oc(=O)ccc2c1
 : 11	-6.3*	.	13	20	26	6.0*	36	26
#16 CCC(c1cccc(Br)c1)C(C(=O)O)c1ccc(OC)cc1 (centres undefined)
 : 103	102	110	107	114	107	92	109	99
#17 Cc1ccc2c(OCC(=O)N/N=C/c3ccccc3)cc(=O)[nH]c2c1
 : 112	101	120	103	96	110	89	101	103
#18 CCCS(=O)(=O)Oc1cc2oc(=O)c3c(c2cc1OC)CCCCCC3
 : 77	88	101	87	86	96	74	101	97
#19 CN1CCC(=O)c2ccccc21
 : 116	110	112	101	101	98	.	107	108
#20 O=c1oc2ccccc2cc1-c1cc(-c2ccc3c(c2)OCO3)no1
 : 96	95	104	.	100	87	.	112	17

The final 2 records of the section above open the next one.
The line under a structure holds: NCI/ADR-RES	NCI-H23	OVCAR-3	OVCAR-8	OVCAR-4	SK-OV-3	NCI-H522	OVCAR-5	IGROV1
#19 CN1CCC(=O)c2ccccc21
 : 116	110	112	101	101	98	.	107	108
#20 O=c1oc2ccccc2cc1-c1cc(-c2ccc3c(c2)OCO3)no1
 : 96	95	104	.	100	87	.	112	17
#21 COC(=O)c1c(C(=O)OC)c2ccc3c4ccccc4ccc3n2c1C(=O)C(F)(F)F
 : 100	97	109	92	109	106	91	108	106
#22 c1ccc([C@@H]2C[C@@H]3Cc4ccc5ccccc5c4N2O3)cc1
 : 96	93	102	101	.	95	85	84	85
#23 Cc1ccc(-c2nc(SCC(=O)c3ccc(Br)cc3)[nH]c(=O)c2C#N)cc1
 : 110	105	100	110	116	109	94	106	114
#24 O=C(CCc1ccc(-c2ccc(F)cc2)o1)Nc1ncc(Cc2ccc(F)cc2)s1
 : 88	94	106	85	84	97	76	96	92
#25 C=CCn1c(SC/C(=N\O)c2ccc(OC)cc2)nnc1-c1c[nH]c2ccccc12
 : 103	.	109	93	102	98	92	104	82
#26 O=C(CC(=O)c1cccnc1)c1ccccc1
 : 73	94	90	91	84	100	85	94	74
#27 CC1=NC2=NN=C(c3ccccc3)NN2C(c2ccccc2)=C1
 : 107	101	104	.	101	107	96	107	75
#28 COc1ccc2c(c1)c(-c1nc(-c3ccc4ccccc4c3)cs1)cn2S(=O)(=O)c1ccccc1
 : 102	91	93	109	121	91	75	105	82
#29 CCOc1nc2c(N)ncnc2n1CC(F)F
 : 98	97	117	108	107	117	98	100	117
#30 CCOC(=O)c1c(-c2cc(OC)c(OC)c(OC)c2)csc1N
 : 84	93	96	106	118	91	80	101	84
#31 C=C(C)[C@@H]1CC[C@]2(c3ncc(C)o3)CC[C@]3(C)[C@H](CC[C@@H]4[C@@](C)(CCC#N)[C@H](C(=C)C)CC[C@]43C)[C@@H]12
 : -83*[100 µM]	-68*[100 µM]	-80*[100 µM]	-78*[100 µM]	.	-88*[100 µM]	-85*[100 µM]	-97*[100 µM]	-88*[100 µM]
#32 O=C(Cn1cccc(NC(=O)OCc2ccccc2)c1=O)NCc1ccccc1
 : .	97	112	105	94	106	101	93	103
#33 COc1cc(CNc2oc(-c3ccccc3)c(-c3ccccc3)c2C#N)cc(CN2CCN(c3ccccc3)CC2)c1O
 : 92	90	107	100	88	104	75	93	86
#34 O=COC/C=C/c1ccccc1
 : 109	115	107	103	105	104	.	103	108
#35 [S-]c1n[n+](-c2ccccc2)c(-c2ccccc2)s1
 : .	110	105	105	95	112	90	120	104
#36 CCCOC(=O)c1ccc(Cl)c(Cl)c1
 : 101	99	107	104	106	98	97	107	106
#37 CC(=O)N1CCNc2nc(N)[nH]c(=O)c21
 : 102	100	112	93	110	89	86	112	112
#38 Cn1c(N)ccnc1=O
 : 104	103	94	114	92	101	119	98	124
#39 CC1CN(S(=O)(=O)c2ncsc2-c2ccccc2)CC(C)O1 (centres undefined)
 : 99	107	.	105	99	101	100	103	98
#40 O=C(N/C(=C/c1cn(-c2ccccc2)nc1-c1ccccc1)c1nc2ccccc2[nH]1)c1ccccc1
 : 87	108	107	79	105	110	88	111	98

Reformatted: 4 of the compounds above
27	CC1=NC2=NN=C(c3ccccc3)NN2C(c2ccccc2)=C1
- NCI/ADR-RES: 107
- NCI-H23: 101
- OVCAR-3: 104
- OVCAR-8: .
- OVCAR-4: 101
- SK-OV-3: 107
- NCI-H522: 96
- OVCAR-5: 107
- IGROV1: 75
22	c1ccc([C@@H]2C[C@@H]3Cc4ccc5ccccc5c4N2O3)cc1
- NCI/ADR-RES: 96
- NCI-H23: 93
- OVCAR-3: 102
- OVCAR-8: 101
- OVCAR-4: .
- SK-OV-3: 95
- NCI-H522: 85
- OVCAR-5: 84
- IGROV1: 85
32	O=C(Cn1cccc(NC(=O)OCc2ccccc2)c1=O)NCc1ccccc1
- NCI/ADR-RES: .
- NCI-H23: 97
- OVCAR-3: 112
- OVCAR-8: 105
- OVCAR-4: 94
- SK-OV-3: 106
- NCI-H522: 101
- OVCAR-5: 93
- IGROV1: 103
39	CC1CN(S(=O)(=O)c2ncsc2-c2ccccc2)CC(C)O1 (centres undefined)
- NCI/ADR-RES: 99
- NCI-H23: 107
- OVCAR-3: .
- OVCAR-8: 105
- OVCAR-4: 99
- SK-OV-3: 101
- NCI-H522: 100
- OVCAR-5: 103
- IGROV1: 98

Continued:
The line under a structure holds: NCI/ADR-RES	NCI-H23	OVCAR-3	OVCAR-8	OVCAR-4	SK-OV-3	NCI-H522	OVCAR-5	IGROV1
#41 COc1ccc(CCC2CC2Cc2ccc(OCc3ccccc3)cc2)cc1 (centres undefined)
 : 110	103	106	105	101	107	95	108	108
#42 Nc1nc(Nc2ccccc2SSc2ccccc2Nc2nc(N)nc(-c3ccncc3)n2)nc(-c2ccncc2)n1
 : 99	91	107	100	79	117	.	106	67
#43 O=C(CCCCCCN1CC(=O)N2[C@@H](c3cc(F)cc(F)c3)c3[nH]c4ccccc4c3C[C@H]2C1=O)NO
 : 91	77	56	45	69	61	41	66	49
#44 CN1C(=O)N(C)C2Nn3c(s/c(=C\c4c[nH]c5ccccc45)c3=O)=NC21 (centres undefined)
 : 100	93	109	101	109	98	101	101	83
#45 CCOC(=O)/C(C#N)=C\Nc1ccc2ncnc(Nc3ccccc3Cl)c2c1
 : 100	103	95	105	124	107	107	90	80
#46 CC1=C(C)C(=O)C(N2CCC3(CC2)OCCO3)=CC1=O
 : 105	92	122	101	105	90	98	123	92
#47 Clc1ccc(Nc2nc(Nc3ccc(Cl)cc3)nc(Nc3ccc(-c4cc(-c5cccc(Cl)c5)on4)cc3)n2)cc1
 : 84	88	90	85	101	103	88	71	104
#48 O=C(/C=C/C12c3ccccc3C(c3ccccc31)C1C(=O)NC(=O)C12)c1cccs1 (centres undefined)
 : 27	37	-0.4*	18	60	59	28	48	37
#49 CN(C)CCCn1c2c(c3ccc(N4CCNCC4)cc3c1=O)C(=O)c1ccccc1-2
 : -14*	-60*	-0.8*	-8.9*	-23*	6.3*	5.5*	16	5.8*
#50 OC(c1ccccc1)C(Cc1ccccc1)N1CCCCC1 (centres undefined)
 : 96	98	106	99	114	90	85	96	97
#51 Cc1ccccc1/C=C1\CN(C(=O)OC(C)(C)C)C/C(=C\c2ccccc2C)C1=O
 : 16	8.2*	-31*	17	-3.0*	75	21	51	26
#52 O=C(CCc1nnc(CN2CCN(CCO)CC2)o1)c1nc2ccc([N+](=O)[O-])cc2[nH]1
 : 99	94	105	99	95	73	81	109	96
#53 COc1ccc(Nc2nc(-c3ccc(O)cc3)nc3n[nH]c(Nc4ccccc4)c23)cc1
 : 58	64	57	56	52	33	52	108	59
#54 Fc1ccccc1C(=S)Nc1ccccc1Cl
 : 103	101	.	104	102	108	98	103	100
#55 COc1cc2c(cc1OC)C(C#N)C2 (centres undefined)
 : 116	113	115	101	99	105	98	104	.
#56 CC1(C)NC2=C(C(Nc3cccnc3)N1)C(c1ccc(O)cc1)C(C(=O)c1ccc(N=[N+]=[N-])cc1)O2 (centres undefined)
 : 103	107	112	96	112	99	95	104	103
#57 COC(=O)CCC1(C(N)=O)CCC(=O)c2ccccc21 (centres undefined)
 : 115&100	111&95	109&109	100&105	99&104	114&106	89&112	106&94	113&117
#58 O=[N+]([O-])c1ccc(N=Nc2c(O)[nH]c3ccccc23)c([N+](=O)[O-])c1
 : 85	90	83	91	56	78	82	105	106
#59 C/C=C(C)/C=N/Nc1nc(-c2ccc(OC)cc2)cs1
 : 86	65	90	90	72	96	73	106	84
#60 O=Cc1c(OCc2cnnn2CC(=O)Nc2cccc3ccccc23)ccc2ccccc12
 : 97	99	108	93	102	.	90	103	97

An excerpt from above in order of formula weight, highest first:
The line under a structure holds: NCI/ADR-RES	NCI-H23	OVCAR-3	OVCAR-8	OVCAR-4	SK-OV-3	NCI-H522	OVCAR-5	IGROV1
#56 CC1(C)NC2=C(C(Nc3cccnc3)N1)C(c1ccc(O)cc1)C(C(=O)c1ccc(N=[N+]=[N-])cc1)O2 (centres undefined)
 : 103	107	112	96	112	99	95	104	103
#5 C[C@H](O[C@@H]1CC(=O)n2c3ccccc3c3c4c(c5c6ccccc6n1c5c32)C(=O)NC4=O)C(=O)O
 : 93	61	92	88	61	35	52	70	27
#45 CCOC(=O)/C(C#N)=C\Nc1ccc2ncnc(Nc3ccccc3Cl)c2c1
 : 100	103	95	105	124	107	107	90	80
#39 CC1CN(S(=O)(=O)c2ncsc2-c2ccccc2)CC(C)O1 (centres undefined)
 : 99	107	.	105	99	101	100	103	98

Further results follow:
The line under a structure holds: NCI/ADR-RES	NCI-H23	OVCAR-3	OVCAR-8	OVCAR-4	SK-OV-3	NCI-H522	OVCAR-5	IGROV1
#61 CSc1nc(N)n(/N=C(\C)c2ccccn2)c(=O)c1C#N
 : 104	.	118	101	117	116	102	107	114
#62 COc1ccc(-c2cc(-c3nnc(SCC(=O)Nc4ccc(C(=O)/C=C/c5cc(OC)c(OC)c(OC)c5)cc4)n3-c3ccccc3)c3ccccc3n2)cc1
 : 105	98	89	89	100	100	90	99	97
#63 Nc1n[nH]c2cccc(C#Cc3cccc(NC(=O)c4cccc(OC(F)(F)F)c4)c3)c12
 : 57	35	.	60	67	105	49	51	20
#64 COc1cc(-c2nc(SCCC(C)C)nc(N3CCCCC3)c2C#N)cc(OC)c1OC
 : 98	101	106	99	88	108	83	102	107
#65 CC(CC(=O)c1ccccc1)=NCCN(C)C
 : 97	91	127	99	106	103	84	94	104
#66 CC1C(=O)CCCC1=O
 : 113	113	118	107	.	108	91	104	102
#67 C(=N/OCc1ccccc1)/c1ccncc1
 : 92	99	122	108	111	109	88	101	95
#68 O=[N+]([O-])c1ccc(N=Nc2cc(S(=O)(=O)O)c3cccc(S(=O)(=O)O)c3c2O)cc1
 : 104	103	121	108	114	102	110	113	73

Values in list order from above:
Entries 61–68 in OVCAR-5, in turn: 107, 99, 51, 102, 94, 104, 101, 113
Entries 61–68 in NCI-H23, in turn: ., 98, 35, 101, 91, 113, 99, 103
Entries 61–68 in SK-OV-3, in turn: 116, 100, 105, 108, 103, 108, 109, 102
